# WT yeast gro inh = growth inhibition of WT yeast, mitochondrial fusion screen. inhibition, % at 10 µM. AID 1362. 2.1% of 190,000 active. mitochondrial fusion phenotypic screen, WT strain; in the data active means inhibition above about 58%; tested in S. cerevisiae
# M17LAP inhibition = P. falciparum M17LAP inhibitors, primary screen, biochemical, fluorogenic H-Leu-NHMec substrate, 1536-well (AID 1619); recombinant M17LAP, H-Leu-NHMec fluorogenic kinetic assay; higher % means a stronger effect; inhibition, % at 30 µM, or IC50 in µM where a hit was titrated; 0.38% of 220,000 active;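 active means compound inhibiting the enzyme by more than half at any dose during confirmatory dose-response retesting; inconclusive means strong single-dose inhibitors picked by rank but not retested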;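 further: plate controls were full reaction with DMSO carrier for no effect and no enzyme background for full effect; strong numbers were not always called active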
# LYP inhibition = inhibitors of LYP phosphatase, biochemical, fluorescence intensity, uHTS (AID 1779). recombinant LYP phosphatase, fluorescence intensity; higher % means a stronger effect. inhibition, % at 11.5 µM; hits with a dose series show IC50 in µM. 0.054% of 290,000 active;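 further: plate controls were vehicle with enzyme for no effect and no enzyme for full effect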
# PMI inhibition = MPI inhibition at elevated mannose 6-phosphate – biochemical, fluorescence intensity, high mannose 6-phosphate, primary screen (AID 1220); recombinant PMI enzyme, coupled fluorescence intensity; higher % means a stronger effect; inhibition, % at 20 µM, or IC50 in µM where a hit was titrated; 0.66% of 190,000 active
# M1AAP inhibition = P. falciparum M1AAP inhibitors, biochemical, fluorogenic H-Leu-NHMec substrate, 1536-well (AID 1445) | recombinant M1AAP, H-Leu-NHMec fluorogenic kinetic assay; higher % means a stronger effect | inhibition, % at 30 µM; hits with a dose series show IC50 in µM | 0.42% of 220,000 active;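 active means primary inhibition above the hit cutoff, then over 50% inhibition at one or more dose response concentrations, cut at about 23% in these data, passing the limit was not always enough; inconclusive means conflicting primary data, or primary hits not chosen for dose response; inactive means low primary inhibition, or under 50% at every dose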;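 further: plate controls were DMSO full reaction for no effect and no enzyme background for full effect; strong numbers were not always called active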
# PMI inhibitors = MPI enzyme activity inhibition – biochemical, fluorescence intensity, coupled assay, primary screen (AID 1209) | purified PMI enzyme, coupled fluorescence intensity; higher % means a stronger effect | inhibition, % at 20 µM; hits with a dose series show IC50 in µM | 0.42% of 190,000 active;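 further: plate controls were DMSO vehicle for no effect and wells lacking substrate for full effect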
# Yfh1-off respiration = enhancers of respiration in Yfh1-depleted yeast, dose response, Friedreich's ataxia, plus single-dose screen (AID 1465). S. cerevisiae Yfh1-off respiration, WST-1 reduction, 72 h; higher fold induction means a stronger effect. fold induction at 50 µM, or EC50 in µM where a hit was titrated. 0.074% of 220,000 active;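 active means fold induction of absorbance versus untreated yeast above a set limit, then at least 30% activation at any dose in follow-up; inconclusive means repeats straddling the limit, or above it without dose testing; inactive means fold induction below the set limit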;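 further: activators that raise dye reduction in frataxin-depleted yeast; strong numbers were not always called active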
# TNAP activation fold = human TNAP enzyme activators, primary screen, biochemical, luminescent, no phosphate acceptor, uHTS (AID 1001) | purified TNAP, luminescent activation assay, no phosphate acceptor; higher activation fold means a stronger effect | one-dose activation fold at 20 µM; EC50 in µM for titrated hits | 0.03% of 200,000 active; in the data active means activation fold from about 3, or a potency from the dose series; inactive means the rest, 99 in 100 with activation fold below about 1.6; further: many of its hits are not listed in these tables
# XIAP displacement = XIAP antagonists, biochemical, IAP family, fluorescence polarization (AID 1018); displacement, % at 20 µM; hits with a dose series show IC50 in µM; 0.007% of 200,000 active; XIAP BIR domain, fluorescence polarization peptide displacement; higher % means a stronger effect; in the data active means displacement above about 50%; further: a part of the inactive calls stands beside numbers as strong as those of hits
# WT yeast gro inh mutant strain = further read-out of WT yeast gro inh, marked with its call; inhibition, %; mitochondrial fusion phenotypic screen, mutant strain inhibition
# * hit, by the source's call; i = inactive; ? = inconclusive; / = no result given. Unless noted, no stated cut-off is given here; in the data, active means inhibition above about 50%; inactive means the rest.
SMILES,WT yeast gro inh,WT yeast gro inh mutant strain,M17LAP inhibition,LYP inhibition,PMI inhibition,M1AAP inhibition,PMI inhibitors,Yfh1-off respiration,TNAP activation fold,XIAP displacement
Cc1cccc2cc(CN(CC3CCCO3)C(=O)c3ccncc3)c(=O)[nH]c12 (stereo not given),13,19,-10%,-1%,12%,2%,14%,i,1,-3.0%
CCN1CCN(c2nc(C)c3c(n2)CCCC3=O)CC1,24,-29,-2%,-1%,-1%,12%,-2%,i,1.1,-3.3%
C=CC(=O)NCc1ccc(-c2csnn2)cc1,/,/,-3%,-4%,/,5%,/,i,/,/
CC(=O)N1C(=O)/C(=C2\SC(=S)N(NC(=O)c3ccc(O)cc3)C2=O)c2ccccc21,-3,-25,15%,-1%,56%*,?,17%,i,1.1,-5.7%
COC(=O)C(C)Sc1nnc(Cc2cc(=O)[nH]c(=O)[nH]2)n1-c1cc(C)ccc1C (stereo not given),19,3,-1%,1%,1%,-3%,-2%,i,1,0.4%
Fc1ccc(CNC(=S)Nc2ccc(Cl)cc2Cl)cc1,9,-3,-1%,3%,5%,15%,12%,i,1,-3.7%
COc1ccc([C@H]2C(C#N)=C([S-])N[C@](C)(O)[C@@H]2[n+]2ccccc2)cc1,/,/,0%,-6%,/,7%,/,i,/,/
C#CC[N+](C)(C)CCCCCCCCC,9,-7,-3%,-6%,-15%,-6%,-9%,i,1.1,-5.4%
Cc1cc(C)c2nc(-c3ccccn3)cc(C(=O)NCc3ccco3)c2c1,16,28,-44%,1%,-43%,11%,-7%,i,1.1,-8.6%
COc1ccc(Cc2nnc(SCC(=O)c3ccccc3)o2)cc1,-1,4,11%,-8%,-8%,0%,0%,i,1.1,-2.1%
CCCCCOc1ccc(CSc2n[nH]c(C)n2)cc1,80*,78*,6%,-8%,10%,-9%,14%,i,1,-11%
c1ccc2c(c1)[nH]c1c3ccccc3sc21,/,/,-7%,3%,/,0%,/,i,/,/
CC1=C(C(=O)Nc2ccccc2)C(c2ccncc2)C(C#N)=C(SCC(=O)Nc2ccccc2)N1 (stereo not given),2,-1,20%,4%,-30%,20%,-16%,i,1,-4.6%
CCCCC1CCC(C(=O)Nc2ccccc2)CC1 (stereo not given),-9,-50,3%,-4%,6%,-5%,7%,i,1.1,-7.7%
COc1ccc(CC(=O)Nc2cccc(-c3ccc4nnc(C)n4n3)c2)cc1,-2,-5,0%,-4%,2%,7%,2%,i,1,-3.7%
CCN(CC)CC(=O)NCC1(c2ccccc2)CCCC1,-7,14,0%,-4%,-8%,9%,-5%,i,1.1,-4.7%
O=C(O)C1CC(c2ccccc2F)=NO1 (stereo not given),/,/,8%,-11%,-6%,10%,0%,i,1.1,-0.5%
COc1cc(NC(=O)CCCC(=O)OCC(F)(F)C(F)F)nc(OC)n1,6,4,1%,-5%,12%,-5%,8%,i,1.2,-0.5%
CC1(CCc2ccccc2)NC(=O)N(Cc2cc([N+](=O)[O-])cc3c2OCOC3)C1=O (stereo not given),-3,-20,-5%,-9%,22%,5%,-2%,i,1.1,-3.5%
O=C(NCC1CCCO1)c1cccs1 (stereo not given),-8,-5,-2%,-2%,-11%,4%,-10%,i,1.1,-3.0%
Cc1cc(C)n(CC(=O)N/N=C/c2ccc([N+](=O)[O-])s2)n1,23,-20,26%,0%,21%,13%,-32%,i,1,-5.7%
O=C(CCc1ccc(S(=O)(=O)N2CCOCC2)cc1)N/N=C/c1ccc(O)c(O)c1O,-5,24,30%,-6%,16µM*,19%,58%*,i,1.1,-7.2%
Cc1ccsc1-c1n[nH]c(=S)n1CC(C)C,8,6,7%,-8%,-13%,5%,-14%,i,0.9,4.7%
O=c1[nH]c2ccc(S(=O)(=O)N3CCN(C4CCCCC4)CC3)cc2[nH]c1=O,-1,-14,36%,-1%,12%,3%,13%,i,1.3,-1.6%
CC(=O)c1cccc(N2C(=O)C3C(C(=O)Nc4cc(C)on4)C4(C)C=CC3(O4)C2C(=O)NC(C)(C)C)c1 (stereo not given),-3,2,-11%,-2%,-8%,1%,0%,i,1.1,-2.3%

# The list goes on.
SMILES,WT yeast gro inh,WT yeast gro inh mutant strain,M17LAP inhibition,LYP inhibition,PMI inhibition,M1AAP inhibition,PMI inhibitors,Yfh1-off respiration,TNAP activation fold,XIAP displacement
Cc1ccc(NC(=O)CSc2nc(=O)cc(N)n2CCc2ccccc2)cc1,9,-1,1%,3%,14%,0%,7%,i,1,-7.1%
CCOC(=O)c1ccccc1NC(=O)c1ccccc1SC,-12,-17,0%,7%,1%,15%,3%,i,1.1,-14%
CCOc1ccc(N(C(=O)c2cnsn2)C(C(=O)NC2CCCCC2)c2ccncc2)cc1 (stereo not given),13,5,14%,-5%,35%,1%,19%,i,1.2,-1.4%
C=CCN(c1ccc(C(=O)Nc2cccc([N+](=O)[O-])c2)cc1)S(C)(=O)=O,-2,3,-1%,4%,-3%,21%,3%,i,1.1,-1.0%
Cc1cc(NC(=O)CN2CCN(c3ccc(O)cc3)CC2)no1,-27,1,10%,-2%,45%,12%,24%,i,1,-5.9%
CC(=O)c1ccc(NC(=O)CSc2nnc(Cn3cnc4ccccc43)o2)cc1,-5,-13,5%,-12%,-11%,8%,-2%,i,1.2,-4.8%
O=C(CN1CCCC1)Nc1ccc2c(c1)CCC2,-19,4,-1%,-6%,3%,7%,6%,i,1,-4.8%
COCC(C)NC(=O)c1noc2c1CCc1cc(OC)ccc1-2 (stereo not given),-10,-15,-4%,-2%,11%,-3%,15%,i,1.1,3.6%
CC(C)C(NC(=O)COc1ccc2ccccc2c1)C(=O)N/N=C/C=C/c1ccccc1 (stereo not given),-24,13,-15%,-2%,5%,?,9%,i,1,-4.2%
COC(=O)c1ccc(C2=NOC(C)(c3sc(-c4ccc(Cl)cc4)nc3C)C2)cc1 (stereo not given),/,/,4%,-1%,/,0%,/,i,/,/
COC(=O)C1Cc2c([nH]c3ccccc23)CN1 (stereo not given),21,13,7%,-11%,2%,13%,-5%,i,1.1,0.8%
CCC(C)(C)NC(=O)C(c1cccn1C)N(Cc1ccccc1)C(=O)Cn1nnc2ccccc21 (stereo not given),4,6,7%,-5%,-8%,3%,-13%,i,1.2,-5.2%
CCN(CC)S(=O)(=O)c1ccc(O)c(NC(=O)c2ccc(N3CCOCC3)c([N+](=O)[O-])c2)c1,-4,0,-10%,0%,-4%,6%,14%,i,1,-7.7%
O=C(Nc1ccccc1)c1ccccc1N=Cc1cccc(O)c1,-10,9,-11%,-10%,-7%,0%,-1%,i,1.1,-4.9%
COc1ccccc1OCC(=O)Nc1cccc(C(=O)N2CCOCC2)c1,-13,13,4%,-4%,14%,11%,18%,i,1.1,-4.8%
CC1(C)Nc2ccccc2N(CC(=O)N2CCCCC2)C1=O,3,-7,0%,-12%,2%,1%,1%,i,1.2,-1.2%
O=C(CSc1nc2ccccc2o1)Nc1ccccc1N1CCCCCC1,17,-3,20%,1%,9%,12%,16%,i,1.1,-4.7%
CSc1nc(N)cc(=O)[nH]1,/,/,0%,-10%,/,1%,/,i,/,/
CCN1C(=O)/C(=C\N2CCN(C(=O)c3ccco3)CC2)SC1=S,/,/,-1%,-7%,/,-1%,/,i,/,/
COc1cc(C(=S)N2CCCC2)ccc1O,24,30,-69%,-5%,-3%,10%,-1%,i,1.1,0.5%
Cn1cc(CN2CCCC(C(=O)c3ccc(-c4ccccc4)cc3)C2)cn1 (stereo not given),23,36,3%,-3%,1%,1%,3%,i,1.1,-4.2%
COc1ccc(CC(=O)OCC(=O)NCc2ccccc2Cl)cc1,6,9,-3%,-1%,3%,0%,1%,i,1.1,-1.0%
CCCCOC(=O)c1nnc(-c2ccc(Cl)cc2)o1,/,/,7%,-5%,/,4%,/,i,/,/
COc1cc(CNCCC2CCOC(C)(C)C2)ccc1O (stereo not given),-16,11,12%,-5%,33%,2%,14%,i,1.1,-1.3%
Cc1nc(N2N=C(c3ccc(Cl)cc3)CC2c2ccco2)sc1C(=O)N(C)C (stereo not given),49,7,3%,7%,17%,10%,8%,i,1.3,-8.0%

# Next entries.
SMILES,WT yeast gro inh,WT yeast gro inh mutant strain,M17LAP inhibition,LYP inhibition,PMI inhibition,M1AAP inhibition,PMI inhibitors,Yfh1-off respiration,TNAP activation fold,XIAP displacement
COc1cccc(/C=C/C(=O)c2c(O)cc(C)oc2=O)c1O,-39,-27,16%,-2%,5%,11%,8%,i,1,1.4%
CN1CCN(C(=O)C2=C[C@@H](c3ccccc3)C[C@@H](OCc3ccc(CO)cc3)O2)CC1,1,-1,-2%,-8%,2%,-5%,-3%,i,1,1.6%
CCOc1cc(C)c(C(C)C)cc1S(=O)(=O)n1cnc(C)c1,16,27,-4%,0%,0%,5%,1%,i,1,-1.4%
O=C(N/N=C/c1ccco1)Nc1ccccc1,-8,3,3%,-4%,2%,-1%,2%,i,1.2,-2.8%
CCCCCCCCOC(=O)/C=C/c1c(C)[nH]c(=O)[nH]c1=O,-16,-23,2%,-12%,-8%,3%,3%,i,1.2,-1.8%
O=C(/C=C(\c1ccc(Cl)cc1)n1cncn1)c1ccc(Cl)cc1,-5,-16,4%,-1%,-2%,1%,2%,i,1,-7.4%
Fc1ccc(/C=N/Nc2ccccn2)cc1,13,9,-2%,5%,8%,5%,6%,i,1.2,-1.4%
C=CCC1(CC=C)CCCN1C(=O)CC1C(=O)NCCN1Cc1ccccc1OC (stereo not given),1,-9,-10%,-2%,/,1%,/,i,1.1,-4.4%
O=C(NC1CCCCC1)[C@H](O)[C@@H](O)C(=O)NC1CCCCC1,6,23,-7%,-13%,-6%,8%,-4%,i,1.1,-2.0%
CCN(CC)c1ccc(C=Nc2ccc(C)cc2C)c(O)c1,4,-4,-4%,-2%,37%,11%,-1%,i,1,-9.2%
CC(C)c1ccc(C2CC(c3ccc(Br)cc3)=NN2C(N)=S)cc1 (stereo not given),65*,54*,-19%,6%,1%,16%,6%,i,1,1.4%
CC1(OC(=O)CCc2ccccc2)C(=O)C=C2C=C(c3ccc(C#N)cc3)N(CCN3CCOCC3)C=C2C1=O (stereo not given),/,/,5%,-10%,/,7%,/,i,/,/
CN(C(=O)CSc1nnc(Nc2ccccc2)s1)C1CCS(=O)(=O)C1 (stereo not given),2,-6,4%,0%,6%,1%,-6%,i,1,-4.4%
CC(N=Cc1ccccc1O)c1ccccc1 (stereo not given),2,3,4%,-6%,19%,-7%,19%,i,1,-11%
CN(Cc1ccccc1)C(=O)C1CCC(CNS(=O)(=O)c2cccc3cccnc23)CC1 (stereo not given),/,/,-10%,-5%,/,-1%,/,i,/,/

# An excerpt from above, reduced to XIAP displacement, LYP inhibition and WT yeast gro inh mutant strain:
SMILES	XIAP displacement	LYP inhibition	WT yeast gro inh mutant strain
CC(=O)c1cccc(N2C(=O)C3C(C(=O)Nc4cc(C)on4)C4(C)C=CC3(O4)C2C(=O)NC(C)(C)C)c1 (stereo not given)	-2.3%	-2%	2
O=C(CCc1ccc(S(=O)(=O)N2CCOCC2)cc1)N/N=C/c1ccc(O)c(O)c1O	-7.2%	-6%	24
Cc1cc(NC(=O)CN2CCN(c3ccc(O)cc3)CC2)no1	-5.9%	-2%	1

# Source: PubChem BioAssay (several laboratories)

# An unsorted share of the library; overall some 3.7% were active at least once.
